# CCHF vOTU inh – CCHFV vOTU protease inhibitors, primary screen, biochemical, Pep-AMC substrate, fluorescence. AID 651958, 2012. 0.55% of 370,000 active. inhibition, % at 11.5 µM; in the data active means inhibition above about 30%; further: 0% = vehicle wells with enzyme and 100% = no enzyme wells
# VHR inh abs – VHR1 phosphatase inhibitors, primary screen, biochemical, absorbance, uHTS; 0.52% of 290,000 active; AID 1654, 2009; Dual specificity protein phosphatase 3 (Homo sapiens), P51452; recombinant VHR phosphatase, pNPP absorbance; inhibition, % at 13.3 µM; in the data active means inhibition above about 50%; further: some compounds called inactive have numbers as strong as hits
# 3CLpro inhibitor – SARS-CoV 3CLpro protease inhibitors, primary screen, biochemical, quenched FRET | Replicase polyprotein 1ab (Severe acute respiratory syndrome coronavirus), P0C6X7 | recombinant SARS-CoV 3CLpro, quenched FRET peptide cleavage | inhibition, % at 6 µM | 0.14% of 290,000 active; in the data active means inhibition above about 12%
# PfHsp40 rescue – rescue of yeast from PfHsp40 toxicity, primary screen, S. cerevisiae, ATP luminescence; S. cerevisiae expressing PfHsp40, growth rescue; growth rescue, % at 12.5 µM; 0.68% of 340,000 active; in the data active means growth rescue above about 28%, passing the limit was not always enough; inconclusive means no clear call, values can overlap the other calls;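 further: yeast W303a lacking pdr1 and pdr3 grown in galactose medium; growth measured after three days at 30 °C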
# Yp Topo-I inh – Yersinia pestis topoisomerase I inhibitors, primary screen, biochemical, cleavage product accumulation, plate reader, single point; DNA topoisomerase I (Yersinia pestis CO92); Y. pestis Topo-I cleavage product accumulation; activity, % at 10 µM; 0.064% of 360,000 active; AID 504884, 2011; in the data active means activity above about 50%, passing the limit was not always enough; inconclusive means no clear call, values can overlap the other calls; further: inactives centre near 2
# SSB-PriA inh – inhibitors of Klebsiella pneumoniae PriA binding to SSB C-terminal tail, primary screen, biochemical, AlphaScreen; AlphaScreen SSBct-PriA binding, biotinylated peptide; 0.6% of 430,000 active; AID 1272365, 2023; inhibition, % at 33 µM; PriA–SSB C-terminal tail interaction (Klebsiella pneumoniae); in the data active means inhibition mostly above about 37%, no sharp cut-off; inactive means mostly below about 20%;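 further: plate controls were negative control peptide for no effect and reference peptide for full effect; strong numbers were not always called active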
# BoNT A protease – BoNT/A light chain protease inhibitors, primary screen, biochemical, flow cytometry, MLPCN library; Botulinum neurotoxin type A light chain protease (Clostridium botulinum A str. ATCC 3502); multiplex microsphere protease substrate cleavage; inhibition, % at 10 µM; 0.17% of 360,000 active; further: plate controls were buffer without enzyme for full effect and enzyme alone for no effect
# Anthrax LF inh2 – Bacillus anthracis LF protease inhibitors, primary screen, biochemical, multiplex microsphere, MLPCN library. Lethal factor (Bacillus anthracis), P15917. multiplex microsphere protease cleavage assay. inhibition, % at 10 µM. 0.12% of 360,000 active. AID 588501, 2011; further: plate controls were buffer without enzyme for full effect and enzyme alone for no effect
# Vc quorum ag – inducers of Vibrio cholerae quorum light production without autoinducers, primary screen, BH1578 luxS cqsA deficient, single point. V. cholerae BH1578 lux reporter, luminescence, 6 h. activation, % at 18.7 µM. 0.16% of 350,000 active. AID 588436, 2011; in the data active means activation mostly above about 9.7%, no sharp cut-off; inconclusive means no clear call, values can overlap the other calls; inactive means mostly below about 3.7%; further: not every result past the cut was called active; inactives centre near 0; reference of the scale not given here
# TcdB inh – TcdB glycohydrolase inhibitors, primary screen, biochemical, single point, plate reader; Toxin B (Clostridioides difficile), P18177; TcdB glycohydrolase enzymatic assay; inhibition, % at 9.99 µM; 0.24% of 350,000 active; AID 652162, 2013; in the data active means inhibition above about 10%
# Active calls of the source: *; i = inactive; ? = inconclusive; / = no result given; & = joins results of further samples. Unless noted, no stated cut-off is given here; in the data, active means inhibition above about 30%; inconclusive means no clear call, values can overlap the other calls; inactive means below that.
SMILES,CCHF vOTU inh,VHR inh abs,3CLpro inhibitor,PfHsp40 rescue,Yp Topo-I inh,SSB-PriA inh,BoNT A protease,Anthrax LF inh2,Vc quorum ag,TcdB inh
COc1ccc(F)c(CN2CCCC(CNS(=O)(=O)c3cccc4cccnc34)C2)c1 (stereo not given),20,-4,2,0.4,23,7,-9.5,-3,-5.9,2.8
COC(=O)C=CSC(=S)C1CCCC1=N (stereo not given),0,/,/,/,3,/,-0.8,-3,i,-0.5
CC(=O)c1ccccc1OCCOc1ccccc1C(C)=O,-6,26,2,1.2,4,-6,-0.8,-5,2.0,0.1
CC(Sc1nnc(Cn2c(=O)sc3ccccc32)n1C)c1ccccc1 (stereo not given),-3,22,0,-0.3,22,-6,-0.2,-8,-0.2,0.6
CC(=O)N1CC(C)Sc2ccc(S(=O)(=O)N3CCCCC3)cc21 (stereo not given),-8,-3,-4,0.1,-5,0,2.8,1,-0.2,-0.5
O=C(Nc1ccccc1C(=O)NCc1ccccc1)c1ccccc1Br,5,3,4,0.5,7,-20,-1.2,-3,-0.4,/
O=C(CN1C(=O)c2cccc3cccc(c23)C1=O)N1CCN(Cc2ccc3c(c2)OCO3)CC1,-16,3,-5,3.3,18,-18,2.7,-4,-2.4,0.3
CCN(C(=O)CCS(=O)(=O)c1ccc(Br)cc1)c1ccc2c(c1)OCO2,12,-8,-3,0.3,10,-21,-0.1,-11,i,/
COc1ccc(-n2c(SCCC(=O)O)nnc2-c2ccncc2)cc1,6,2,-3,-1.8,-1,0,1.0,1,0.6,/
COC(=O)c1ccc(CNC(=O)c2ccc(OC)c(S(=O)(=O)NC3CC3)c2)cc1,0,/,/,/,5,/,-0.7,-5,i,0.5
CCNC(=O)COc1cccc(C(=O)NCc2ccccc2)c1,11,-10,2,-0.1,-5,-7,-0.1,-1,-0.3,/
Cc1ccc(C(C(=O)NC2CCCC2)N(C(=O)Cc2cccs2)c2ccc3c(c2)OCCO3)cc1 (stereo not given),17,24,0,0.4,2,-6,-0.1,8,-4.2,0.2
CC1=C(C)CC(C(=O)NCCc2ccccc2)C(C(=O)O)C1 (stereo not given),-3,7,-4,-0.1,5,6,0.2,0,6.2,/
O=C(Nc1ccccc1N1CCCC1)c1cc(=O)[nH]c2ccccc12,10,/,/,-0.4,7,0,/,/,-0.4,1.4
CCCN(CC(=O)Nc1ccc(NC(C)=O)cc1)CC(=O)Nc1ccc(F)c(F)c1F,6,5,-5,-2.0,-7,2,1.8,-5,-0.2,-0.7
CCOc1ccc(N2C(=O)CC(n3nc(C)cc3C)C2=O)cc1 (stereo not given),3,8,6,-1.5,0,-15,-0.8,-4,-1.7,/
C=CCC(NC(C)c1ccccc1)c1ccco1 (stereo not given),-4,33,4,-1.7,5,-8,-0.1,1,-0.2,/
COc1cc(/C=N/Nc2nncn2/N=C/c2ccc(O)c(OC)c2)ccc1O,100*,32,6,-0.2,-25,/,-0.6,-2,0.4,-8.2
COc1ccccc1CN1CC(C(=O)N2CCC(C(=O)c3ccccc3)CC2)CCC1=O (stereo not given),-39,-1,1,-1.8,22,-23,-1.7,-5,i,1.4
CCc1ccc(S(=O)(=O)N2CCN(C(=O)c3cccnc3)CC2)cc1,-12,19,-1,-0.1,3,-1,0.6,-1,i,0.2
COc1cccc(CNCc2ccccc2Br)c1OC,-5,6,-3,-1.4,6,-17,-1.8,4,-0.8,-0.6
O=C(c1nc2ccccn2c1CNCC1OCCc2ccccc21)N1CCOCC1 (stereo not given),2,4,-5,0.7,9,-11,0.3,-6,-0.2,1.0
Cc1cccc(C)c1OCc1cn(CC(=O)c2ccc(O)cc2)nn1,5,/,/,0.5,-11,-4,-0.5,1,-0.7,0.9
CCn1c2ccccc2c2nc3cc(S(=O)(=O)N4CCOCC4)ccc3nc21,/,-5,-4,0.5,-7,-17,40*,33*,-0.1,/
CCOC(=O)CN(C(=O)CSc1nnc(Cc2ccccc2)n1-c1ccc(C)cc1)c1ccccc1,-3,31,-2,-1.3,7,-3,0.0,-3,i,/
COC(=O)c1ccncc1C(=O)Nc1ccc(Oc2ncc(C(F)(F)F)cc2Cl)cc1,2,-14,0,2.1,16,-13,0.6,3,i,1.4
COc1ccc(CCN2C(=O)CC(NNC(=O)c3ccccc3Br)C2=O)cc1 (stereo not given),1,21,-3,-0.9,4,-10,0.4,1,i,0.1
O=C(CSc1n[nH]c(=O)n1Cc1ccco1)c1ccc2c(c1)OCCO2,-1,16,1,2.0,-10,1,-0.4,4,0.2,1.9
O=[N+]([O-])c1c(-c2cn[nH]c2)n[nH]c1-c1cn[nH]c1,-1,24,-3,0.2,-3,-14,/,/,0.5,0.4
Cc1ccc2c(c1)Oc1ccc(NC(=O)CCl)cc1C(=O)N2,1,2,3,1.8,-3,-6,-0.3,-3,i,/
Cc1ccc2nc(C(O)C(O)c3nc4ccc(C)cc4[nH]3)[nH]c2c1 (stereo not given),-6,-11,0,-0.5,-2,-13,2.1,10,-0.3,/
Cc1ccc(Nc2nc(-c3ccc(F)cc3)cs2)nc1,12,20,1,1.6,1,-4,-1.4,1,-0.6,1.0
CSc1ccc(/C=C/C(=O)OCC(=O)NC2CCS(=O)(=O)C2)cc1 (stereo not given),-67,/,/,-0.7,4,-10,-0.9,3,i,0.4
Cn1c(CCNC(=O)C2CCCCC2)nc2cc(NC(=O)c3cccs3)ccc21,-12,3,2,1.5,5,10,-0.5,-2,-0.3,-0.9
O=C(CSc1ccccc1)Nc1cc(Cl)ccc1Oc1ccccc1,16,45,7,-0.6,13,-63,-0.3,-3,-0.2,/
CC(C)(C)OC(=O)NCCCCCNC(=O)c1nc[nH]c1C(=O)N1CCN(C(=O)OC(C)(C)C)CC1,10,/,/,0.5,10,-25,-0.7,1,-0.4,0.7
CSc1nn2c(C(F)(F)F)cc(C(F)(F)F)nc2c1C(=O)O,7,-19,1,-0.5,-4,-2,?,17,-0.5,4.0
COc1cccc(C(=O)Nc2cnn(C(C)C)c2)c1,-18,-3,2,0.0,-3,10,-1.5,-1,-0.7,-0.2
COc1ccc(N(C=O)C(C(=O)Nc2c(C)cccc2C)c2ccccc2)cc1 (stereo not given),6,/,/,-1.4,2,1,-0.9,4,-0.6,1.8
CC(C)N1CCN(Cc2ccc(-c3ccccc3)cc2)CC1CCO (stereo not given),-12,42,0,0.9,-3,3,-1.7,4,i,1.2

# Whole records as entered above. Values in the order: CCHF vOTU inh, VHR inh abs, 3CLpro inhibitor, PfHsp40 rescue, Yp Topo-I inh, SSB-PriA inh, BoNT A protease, Anthrax LF inh2, Vc quorum ag, TcdB inh
# Profile of `CCN(C(=O)CCS(=O)(=O)c1ccc(Br)cc1)c1ccc2c(c1)OCO2` → 12, -8, -3, 0.3, 10, -21, -0.1, -11, i, /
# Profile of `CCc1ccc(S(=O)(=O)N2CCN(C(=O)c3cccnc3)CC2)cc1` → -12, 19, -1, -0.1, 3, -1, 0.6, -1, i, 0.2
# Profile of `CCOC(=O)CN(C(=O)CSc1nnc(Cc2ccccc2)n1-c1ccc(C)cc1)c1ccccc1` → -3, 31, -2, -1.3, 7, -3, 0.0, -3, i, /
# Profile of `CC(=O)N1CC(C)Sc2ccc(S(=O)(=O)N3CCCCC3)cc21` (stereo not given) → -8, -3, -4, 0.1, -5, 0, 2.8, 1, -0.2, -0.5
# Profile of `COc1ccc(CCN2C(=O)CC(NNC(=O)c3ccccc3Br)C2=O)cc1` (stereo not given) → 1, 21, -3, -0.9, 4, -10, 0.4, 1, i, 0.1

# (continued)
SMILES,CCHF vOTU inh,VHR inh abs,3CLpro inhibitor,PfHsp40 rescue,Yp Topo-I inh,SSB-PriA inh,BoNT A protease,Anthrax LF inh2,Vc quorum ag,TcdB inh
CC(C)CC1=NN(C(=O)c2ccncc2)C(O)(C(F)(F)F)C1 (stereo not given),-12,39,1,-1.3,2,-3,-0.4,-5,3.1,/
COc1ccc(C2=NOC(C(=O)Nc3ccc4c(c3)OCO4)C2)cc1 (stereo not given),15,-6,-1,-1.4,-4,0,-0.8,-16,3.8,0.7
O=C(O)C1=C[C@H](c2ccc(C(F)(F)F)cc2)C[C@H](OCc2ccc(CO)cc2)O1,7,21,4,2.0,0,-1,-0.3,-6,0.0,0.1&0.1
CN(CC(=O)NC1CCCCCCC1)S(=O)(=O)c1cccc2cccnc12,8,29,-4,0.4,20,1,-0.9,-13,-0.3,-8.1
CC(C)CCN1CCN(Cc2cccn2-c2ccc(Cl)cn2)CC1CCO (stereo not given),9,31,-4,-1.5,7,1,0.6,-2,-0.2,-0.8
Cc1cccc(NC(=O)CSc2nnc(CNC(=O)c3ccco3)n2C)c1,15,-52,0,-0.4,4,-4,-4.3,-9,i,0.2
COC(=O)/C=C(\Oc1ccccc1)C1(O)CCCCC1,1,-2,-1,-2.3,-5,-3,-0.7,14,-0.2,0.5
C/C(CC(=O)Nc1ccc(N(C)C)cc1)=N\NC(=O)c1ccc(Cl)cc1Cl,8,17,3,-0.6,-6,/,0.9,-6,-1.0,-1.5
CCOc1ccc(NC(=O)CSc2nnc(C3CC3)n2C)cc1S(=O)(=O)N1CCCCC1,1,/,/,-0.4,14,3,-1.0,4,i,1.5
S=C1NC2(CCCCC2)Cc2ccccc21,-13,-11,2,0.4,6,44*,0.9,-2,-0.4,/
Cc1cc(C)n(CCN(C)C(=O)C2CCC(=O)N(CCc3cccc(F)c3)C2)n1 (stereo not given),8,23,1,0.2,6,12,-1.2,-3,i,1.7
O=C(Nc1cccc(-c2nc3ncccc3o2)c1)c1cc2ccccc2o1,-4,4,-2,19,4,-11,-1.1,0,i,/
O=C(CN(C(=O)c1csnn1)c1ccccc1F)NC1CCCCC1,-20,17,-3,2.9,-1,-1,-4.3,6,-0.3,1.8

# This is a subset (hit frequency here may not be typical).
